STEP inh: blocks human striatal-enriched tyrosine phosphatase | P54829 | recombinant STEP, OMFP fluorogenic substrate, fluorescence | inhibition, % at 20 µM | 360,000 tested, 0.25% active | AID 588621;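 active = inhibition at 20 µM, scaled per plate between control wells, above about 37%, limit read from the data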;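 note: 0% = DMSO with enzyme and substrate and 100% = substrate only without enzyme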
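Assay system: isolated STEP enzyme / Timing: 20 min at room temperature, dark / Doses: 20 µM, 1% DMSO / Technique: fluorescence intensity, excitation 480 nm, emission 540 nm / Reagent: fluorogenic phosphatase substrate OMFP at 25 µM final / Measure: percent inhibition scaled to no-enzyme and uninhibited-enzyme controls, plate-pattern corrected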
NadD inh: NadD (S. aureus) enzyme inhibition. purified NadD enzyme, colorimetric absorbance read-out. inhibition, % at 20 µM. 360,000 tested, 0.78% active; in the data active = inhibition above about 26%; note: some compounds past the cut are filed as inactive
DNMT1 block: blocks human DNA methyltransferase DNMT1 | DNMT1 molecular beacon, Hinp1I cleavage, fluorescence | inhibition (reported as % activation of signal), % at 10 µM | 360,000 tested, 0.83% active | AID 588458; in the data active = inhibition above about 50%
Target sequence (P26358 504-1616 limits assumed): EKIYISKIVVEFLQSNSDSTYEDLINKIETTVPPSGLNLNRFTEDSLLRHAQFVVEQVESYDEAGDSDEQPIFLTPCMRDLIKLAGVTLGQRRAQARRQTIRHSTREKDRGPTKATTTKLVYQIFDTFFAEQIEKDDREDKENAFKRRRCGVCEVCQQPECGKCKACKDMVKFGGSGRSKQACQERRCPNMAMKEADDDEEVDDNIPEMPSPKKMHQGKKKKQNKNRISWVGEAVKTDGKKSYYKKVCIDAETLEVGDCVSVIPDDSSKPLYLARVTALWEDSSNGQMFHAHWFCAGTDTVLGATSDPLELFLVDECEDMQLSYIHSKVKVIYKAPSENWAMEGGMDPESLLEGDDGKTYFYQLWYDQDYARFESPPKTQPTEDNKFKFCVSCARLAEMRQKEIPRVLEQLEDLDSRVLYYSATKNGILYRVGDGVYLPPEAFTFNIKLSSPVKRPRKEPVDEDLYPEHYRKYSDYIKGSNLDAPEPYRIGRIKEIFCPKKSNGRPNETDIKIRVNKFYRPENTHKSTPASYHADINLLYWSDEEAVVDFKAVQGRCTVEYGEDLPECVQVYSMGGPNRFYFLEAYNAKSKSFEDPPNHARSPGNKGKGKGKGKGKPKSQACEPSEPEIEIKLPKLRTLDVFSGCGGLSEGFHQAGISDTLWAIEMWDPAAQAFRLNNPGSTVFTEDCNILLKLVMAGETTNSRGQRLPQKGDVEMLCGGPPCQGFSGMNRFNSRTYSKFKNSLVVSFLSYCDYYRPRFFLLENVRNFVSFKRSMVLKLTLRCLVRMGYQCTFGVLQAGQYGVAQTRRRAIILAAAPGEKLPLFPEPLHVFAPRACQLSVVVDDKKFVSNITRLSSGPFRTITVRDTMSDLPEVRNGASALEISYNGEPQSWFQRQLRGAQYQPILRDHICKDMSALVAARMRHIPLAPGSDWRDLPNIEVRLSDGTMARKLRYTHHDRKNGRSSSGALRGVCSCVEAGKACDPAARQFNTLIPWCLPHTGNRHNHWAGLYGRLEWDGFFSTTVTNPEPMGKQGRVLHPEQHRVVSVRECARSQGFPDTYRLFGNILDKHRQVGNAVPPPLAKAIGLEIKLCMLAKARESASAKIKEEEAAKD
SUMO1-SIM PPI: modulators of human SUMO1-mediated protein-protein interactions; P63165; SUMO1 binding to a labelled peptide, TR-FRET, 1 h; inhibition, % at 20 µM; 360,000 tested, 0.33% active; AID 602429; in the data active = inhibition above about 37%
CSN deneddyl inh: blocks human CSN-mediated cullin deneddylation; Q92905; inhibition, % at 12.5 µM; Purified CSN, SCF-Nedd8-OG deneddylation, fluorescence polarization; 360,000 tested, 0.38% active;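 active = pattern-corrected inhibition above about 35%, with an unprinted fluorescence ratio check between 0.5 and 1.5, limit read from the data, passing the limit was not always enough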;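 note: 0% = enzyme with substrate and 100% = substrate without enzyme; some results filed as inactive read as strong as hits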
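Test system: purified human Csn5 enzyme expressed in HEK293T cells. Amount: 0.24 nM enzyme. Reagent: SCFSkp2-Nedd8OG substrate at 10 nM final. Schedule: 90 min incubation of compound, enzyme and substrate at room temperature. Detection: fluorescence polarization. Read-out: % inhibition of substrate cleavage by Csn5.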
Scp-1 inhibitor: inhibitors of human Scp-1 phosphatase; Recombinant Scp1, phosphopeptide, malachite green phosphate absorbance; inhibition, % at 20 µM; 340,000 tested, 0.88% active; AID 493091;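 active = inhibition above about 50% at 20 µM, limit read from the data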;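 note: plate controls were DMSO wells with enzyme for no effect and wells lacking enzyme for full effect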
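Material: truncated SCP-1 phosphatase (76-261aa) / Buffer or medium: 50 mM Tris acetate pH 5.5, 0.005% Tween-20, 10 mM MgCl2 / Compound dosing: one concentration, 20 µM, with 1.0% DMSO / Incubation: 45 min room-temperature reaction, 5 min colour, 30 min stabiliser / Detection: colorimetric free-phosphate detection, absorbance 630 nm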
Neddylation inh: cullin neddylation inhibition; TR-FRET cullin neddylation, biochemical; calls only at 25 µM; 360,000 tested, 0.58% active; in the data active = inhibition above about 36%
LMPTP block: LMPTP (human) inhibition | recombinant LMPTP-A, OMFP fluorogenic substrate, fluorescence intensity | P24666 | inhibition, % at 20 µM | 360,000 tested, 0.22% active | AID 651560;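 active = compounds that cut the enzyme signal by at least half of the control window in the single-dose screen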;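 note: plate controls were DMSO wells with enzyme plus substrate for no effect and substrate without enzyme for full effect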
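Material: LMPTP-A; amount: 0.625 nM enzyme; doses: single 20 µM dose; times: reaction 50 min, room temperature, dark; technique: fluorescence intensity of OMFP turnover product; benchmarks: no-enzyme and uninhibited controls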
Rpn11 block: blocks the human proteasome subunit Rpn11 | human 26S proteasome, Ub4-pepOG fluorescence polarization; 20S core pre-blocked with epoxomicin | calls only at 20 µM | 360,000 tested, 0.59% active;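 active = inhibition at 20 µM, scaled to each plate's controls, above about 33%, limit read from the data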
Rin1 Abl inh: inhibitors of human Rin1-Abl protein interaction. 360,000 tested, 0.4% active. P00519+Q13671. TR-FRET Rin1/Abl binding, biochemical. inhibition, % at 7.35 µM; in the data active = inhibition above about 5%, passing the limit was not always enough
Numbers without * were called inactive; i = inactive; / = no result given. An excerpt; rates above refer to the full screens.

Letters: A = STEP inh; B = NadD inh; C = DNMT1 block; D = SUMO1-SIM PPI; E = CSN deneddyl inh; F = Scp-1 inhibitor; G = Neddylation inh; H = LMPTP block; I = Rpn11 block; J = Rin1 Abl inh
1. CNCCc1c[nH]c2ccccc12
  A: -2 | B: 0 | C: 3 | D: -1 | E: -3 | F: -14 | G: i | H: -0.7 | I: i | J: -3

2. CCC1(c2cccc(O)c2)CCCCN(C)C1 (centres undefined)
  A: -2 | B: 2 | C: 8 | D: -1 | E: -4 | F: -6 | G: i | H: -1.4 | I: i | J: 0

3. CCCn1cc(C(=O)O)cn1
  A: 3 | B: 3 | C: 4 | D: 0 | E: -12 | F: 3 | G: i | H: 2.0 | I: i | J: 0

4. CCn1c(C)c(C(=O)NCCc2ccccc2)c2cc(OC)ccc21
  A: -1 | B: -6 | C: 1 | D: 3 | E: -5 | F: -9 | G: i | H: 0.1 | I: i | J: 1

5. Cc1ccc(-n2c(=S)[nH]c3ccccc3c2=O)cc1C
  A: -3 | B: -2 | C: 3 | D: -4 | E: 1 | F: / | G: i | H: -0.6 | I: i | J: -4

6. CCOC(=O)c1c(N)n(CCN2CCOCC2)c2nc3ccccc3nc12
  A: 3 | B: 4 | C: -4 | D: -12 | E: -2 | F: 7 | G: / | H: 0.6 | I: i | J: -10

7. CC(=O)Nc1ccc(C(=O)OCC(=O)Nc2ccc(Cl)cc2C(=O)c2ccccc2)cc1
  A: -11 | B: -8 | C: -9 | D: 1 | E: 4 | F: -10 | G: i | H: 1.4 | I: i | J: -1

8. CC(=O)O[C@H]1CCC2C3CCC4=CC(=O)CCC4=C3C=C[C@@]21C (some centres undefined)
  A: 2 | B: -3 | C: -3 | D: -13 | E: -3 | F: -22 | G: i | H: 1.4 | I: i | J: 0

9. Cc1ccc(N)c(C)c1
  A: 0 | B: -2 | C: 1 | D: 1 | E: -3 | F: -6 | G: i | H: -0.8 | I: i | J: 1

10. Nc1c(C(=O)NCCN2CCOCC2)c2nc3ccccc3nc2n1Cc1ccco1
  A: -2 | B: 3 | C: -19 | D: 5 | E: 9 | F: 7 | G: / | H: 3.3 | I: i | J: -3

11. C[C@@H]1O[C@@H](O[C@@H]2C=C3CCC4C(CC[C@]5(C)[C@@H](c6ccc(=O)oc6)CC[C@]45O)[C@@]3(C)CC2)[C@H](O)[C@H](O)[C@H]1O (some centres undefined)
  A: -3 | B: -1 | C: -5 | D: 2 | E: 2 | F: -6 | G: i | H: -0.4 | I: i | J: -1

12. Cc1ccc(C2SCC(=O)Nc3c2c(=O)[nH]n3C2CCOC(C)(C)C2)cc1 (centres undefined)
  A: 8 | B: -4 | C: -3 | D: -2 | E: 1 | F: -1 | G: i | H: -2.9 | I: i | J: -3

13. CC(C)(C)NC(=S)N1Cc2ccccc2-n2nncc2C1
  A: 2 | B: 2 | C: 3 | D: 2 | E: 3 | F: / | G: i | H: -1.3 | I: i | J: -3

14. CCCC(=O)c1cc(CP(=O)(OCC)OCC)oc1C
  A: 0 | B: -2 | C: -1 | D: -2 | E: -3 | F: 1 | G: i | H: -2.3 | I: i | J: 1

15. COc1ccc2c3c1OC1[C@H](O)CCC4[C@@H](C2)N(C)CC[C@]314 (some centres undefined)
  A: 0 | B: -3 | C: 5 | D: -1 | E: -1 | F: -3 | G: i | H: 0.1 | I: i | J: 1

16. CC(C)(C)NC(=O)CN1CCCN(C(=O)COc2ccc(Cl)c3ccccc23)CC1
  A: 2 | B: -1 | C: -8 | D: -7 | E: -2 | F: -5 | G: i | H: -0.1 | I: i | J: 0

17. C=CCN(CC=C)C(=O)CCN1CC1C (centres undefined)
  A: 2 | B: -2 | C: -13 | D: -11 | E: 5 | F: -5 | G: i | H: 1.6 | I: i | J: -2

18. Cc1ccc2c(c1)C(c1ccccc1)=NCC(=O)N2
  A: -2 | B: 5 | C: 5 | D: 23 | E: -1 | F: -5 | G: i | H: 0.5 | I: i | J: 2

19. OC(CN1CCC(c2c[nH]c3ccccc23)CC1)C(F)(F)F (centres undefined)
  A: -1 | B: -6 | C: 1 | D: -1 | E: -2 | F: -11 | G: i | H: -1.1 | I: i | J: -4

20. COC(=O)C1=C(c2ccc(C(C)=O)cc2)C[C@@H]2CC[C@H]1N2C(=O)N1CCC(O)(c2ccc(Cl)cc2)CC1
  A: -1 | B: -5 | C: 1 | D: 7 | E: 0 | F: -9 | G: i | H: -2.3 | I: i | J: 2

21. CCc1ccc(NC(=O)CCNC(=O)N2C[C@H]3C[C@@H](C2)c2cccc(=O)n2C3)cc1
  A: -2 | B: 1 | C: -3 | D: 4 | E: 1 | F: 7 | G: i | H: 0.9 | I: i | J: 3

22. Cc1cc(NC(=O)CCl)no1
  A: -4 | B: -7 | C: 4 | D: 2 | E: -9 | F: -4 | G: i | H: -0.8 | I: i | J: 3

23. CN(c1ccc(O)cc1)c1ccc([N+](=O)[O-])c2nonc12
  A: 8 | B: 1 | C: -7 | D: -73 | E: 5 | F: / | G: i | H: 14 | I: i | J: -15

24. COP(=S)(OC)c1c(C)nn(CCC#N)c1NC(=O)c1ccc(Cl)cc1
  A: 3 | B: -4 | C: 1 | D: 2 | E: 1 | F: -5 | G: i | H: -1.6 | I: i | J: 4

Molecules above that have a Cl atom (5):
Letters: A = STEP inh; B = NadD inh; C = DNMT1 block; D = SUMO1-SIM PPI; E = CSN deneddyl inh; F = Scp-1 inhibitor; G = Neddylation inh; H = LMPTP block; I = Rpn11 block; J = Rin1 Abl inh
7. CC(=O)Nc1ccc(C(=O)OCC(=O)Nc2ccc(Cl)cc2C(=O)c2ccccc2)cc1
  A: -11 | B: -8 | C: -9 | D: 1 | E: 4 | F: -10 | G: i | H: 1.4 | I: i | J: -1

16. CC(C)(C)NC(=O)CN1CCCN(C(=O)COc2ccc(Cl)c3ccccc23)CC1
  A: 2 | B: -1 | C: -8 | D: -7 | E: -2 | F: -5 | G: i | H: -0.1 | I: i | J: 0

20. COC(=O)C1=C(c2ccc(C(C)=O)cc2)C[C@@H]2CC[C@H]1N2C(=O)N1CCC(O)(c2ccc(Cl)cc2)CC1
  A: -1 | B: -5 | C: 1 | D: 7 | E: 0 | F: -9 | G: i | H: -2.3 | I: i | J: 2

22. Cc1cc(NC(=O)CCl)no1
  A: -4 | B: -7 | C: 4 | D: 2 | E: -9 | F: -4 | G: i | H: -0.8 | I: i | J: 3

24. COP(=S)(OC)c1c(C)nn(CCC#N)c1NC(=O)c1ccc(Cl)cc1
  A: 3 | B: -4 | C: 1 | D: 2 | E: 1 | F: -5 | G: i | H: -1.6 | I: i | J: 4

Screening data deposited in PubChem BioAssay by several laboratories.
